Compound activity from PubChem BioAssay.
PI5P4Ka inh = qHTS for Inhibitors of phosphatidylinositol 5-phosphate 4-kinase (PI5P4K); Phosphatidylinositol 5-phosphate 4-kinase type-2 alpha (Homo sapiens), P48426; PI5P4Kalpha enzyme, ADP-Glo luminescence, 60 min; active compounds read low; max response, %; 330,000 tested, 1.2% active; AID 652105, 2013; active means max response of -50% or lower; inconclusive means between -30% and -50%; inactive means -30% or higher; further: value at the top dose of about 77 µM; on the % scale 0 is the no-effect control and ±100 the full control effect
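Luminescence from ADP-Glo served as readout of PI5P4Kalpha activity in a qHTS format. Reaction: enzyme, substrate, compound, ATP at 5 microM final, 60 min at RT.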
IL-2 act = qHTS of IL-2 Activators | IL-2 activation reporter assay, cell-based qHTS; stimulated with anti-CD3/CD4/CD28 beads; in transgenic mouse T cells | activation, % (series mostly up to about 46 µM) | 360,000 tested, 0.065% active; in the data active means activation above about 50%; inconclusive means mostly about 30% to 49%; further: 0% is about no effect
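Screening format: compound pinned onto unstimulated transgenic mouse T cells, 60 min incubation, then anti-CD3/anti-CD4/anti-CD28 bead stimulation for 18 hours at 37 degrees C, followed by EGFP and DsRed detection.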
Abeta yeast res = qHTS for compounds that reverse cellular toxicity of Amyloid beta (A-beta) peptide in yeast: Primary Screen | 410,000 tested, 0.063% active | yeast expressing A-beta42, growth rescue, OD600, 48 h; response scale: 0% DMSO, 100% iron-clioquinol control | Potency, µM (series often up to 46.1 µM), without a hit: top-dose growth rescue, most hits filed as activators | AID 1347071, 2019; further: potency means the concentration at half of the fitted maximal effect; nearly all actives have a fitted effect of over 55% in size
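Growth rescue measured by 600 nm absorbance after 48 h yeast culture at 30 C with compound. Values normalized between DMSO and an equimolar ferric chloride plus clioquinol control.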
WRN helicase inh = qHTS for Inhibitors of WRN Helicase; Bifunctional 3'-5' exonuclease/ATP-dependent helicase WRN (Homo sapiens), Q14191; WRN helicase unwinding, fluorescent forked duplex, kinetic; Potency, µM (doses to about 114 µM), for the others: top-dose activity change, negative = inhibition, most hits filed as inhibitors; 360,000 tested, 0.46% active; AID 651768, 2012; further: potency means the concentration at half of the fitted maximal effect; on the % scale 0 is the no-effect control and ±100 the full control effect; nearly all actives have a fitted effect of over 55% in size
Target sequence (Q14191 whole entry, looked up): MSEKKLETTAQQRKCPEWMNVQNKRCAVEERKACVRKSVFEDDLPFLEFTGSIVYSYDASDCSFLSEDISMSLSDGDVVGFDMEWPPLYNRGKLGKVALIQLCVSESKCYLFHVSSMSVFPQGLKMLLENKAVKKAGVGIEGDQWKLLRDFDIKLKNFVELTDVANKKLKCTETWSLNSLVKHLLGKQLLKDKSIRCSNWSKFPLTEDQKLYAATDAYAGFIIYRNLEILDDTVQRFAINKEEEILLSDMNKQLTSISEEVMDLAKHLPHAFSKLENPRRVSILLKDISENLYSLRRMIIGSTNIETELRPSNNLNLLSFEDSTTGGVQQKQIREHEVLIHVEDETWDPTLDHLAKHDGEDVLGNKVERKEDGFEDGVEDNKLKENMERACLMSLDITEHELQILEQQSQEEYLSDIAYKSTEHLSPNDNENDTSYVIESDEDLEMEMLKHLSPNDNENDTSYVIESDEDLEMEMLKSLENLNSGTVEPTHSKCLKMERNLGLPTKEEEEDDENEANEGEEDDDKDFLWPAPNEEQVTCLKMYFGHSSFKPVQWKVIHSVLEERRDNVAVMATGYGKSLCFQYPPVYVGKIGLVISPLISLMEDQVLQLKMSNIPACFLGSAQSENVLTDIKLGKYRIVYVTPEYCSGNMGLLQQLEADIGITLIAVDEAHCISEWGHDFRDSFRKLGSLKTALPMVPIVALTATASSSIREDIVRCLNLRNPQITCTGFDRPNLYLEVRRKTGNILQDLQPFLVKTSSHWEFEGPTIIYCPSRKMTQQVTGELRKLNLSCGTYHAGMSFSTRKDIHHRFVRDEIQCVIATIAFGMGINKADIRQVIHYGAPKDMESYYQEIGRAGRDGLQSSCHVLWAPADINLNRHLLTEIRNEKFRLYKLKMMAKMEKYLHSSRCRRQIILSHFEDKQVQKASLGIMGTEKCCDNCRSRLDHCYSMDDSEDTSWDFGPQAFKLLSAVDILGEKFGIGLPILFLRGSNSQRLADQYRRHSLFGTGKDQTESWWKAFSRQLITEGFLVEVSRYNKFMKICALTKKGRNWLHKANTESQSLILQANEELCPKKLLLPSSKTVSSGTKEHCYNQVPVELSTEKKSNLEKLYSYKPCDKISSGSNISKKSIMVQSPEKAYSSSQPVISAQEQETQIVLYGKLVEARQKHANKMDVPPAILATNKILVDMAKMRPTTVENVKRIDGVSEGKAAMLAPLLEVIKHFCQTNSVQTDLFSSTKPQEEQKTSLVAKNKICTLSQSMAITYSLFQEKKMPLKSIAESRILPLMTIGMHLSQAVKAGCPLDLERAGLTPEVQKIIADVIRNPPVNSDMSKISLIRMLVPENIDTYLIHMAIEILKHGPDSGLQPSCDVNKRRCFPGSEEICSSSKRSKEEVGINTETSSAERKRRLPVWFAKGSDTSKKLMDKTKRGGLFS
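Primary qHTS, 1536-well format. 20 nM WRN + compound, 15 min RT; start with 100 nM forked fluorophore/quencher duplex, 2 mM ATP (final); kinetic read ex 525/em 598 nm.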
EPAC1 antag = qHTS for Antagonist of cAMP-regulated guanine nucleotide exchange factor 3 (EPAC1): primary screen; EPAC1 GEF assay, Rap1b-BODIPY-GDP exchange fluorescence; Potency, µM (highest dose often 115 µM), for the others: top-dose activity change, negative = inhibition, hits mostly inhibitors; AID 720709, 2013; Rap guanine nucleotide exchange factor 3 (Homo sapiens), O95398; 360,000 tested, 0.14% active;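 further: potency means the concentration at half of the fitted maximal effect; plate controls were vehicle for no effect and positive control for full effect; nearly all actives have a fitted effect of over 50% in size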
PLK1 PBD inh = qHTS for Inhibitors of PLK1-PDB (polo-like kinase 1 - polo-box domain): Primary Screen; Serine/threonine-protein kinase PLK1 (Homo sapiens), P53350; Plk1 PBD binding of FITC phosphopeptide, fluorescence polarization; Potency, µM, for the others: max response, negative = inhibition, usual class: inhibitors; 360,000 tested, 2.8% active; AID 720504, 2013; further: potency means the concentration at half of the fitted maximal effect; series mostly up to about 57 µM; on the % scale 0 is the no-effect control and ±100 the full control effect; nearly all actives have a fitted effect of over 65% in size
EPAC1 agonist = qHTS for Agonist of cAMP-regulated guanine nucleotide exchange factor 3 (EPAC1): primary screen; Rap guanine nucleotide exchange factor 3 (Homo sapiens), O95398; EPAC1 agonist qHTS, biochemical assay; response scale: 100% = response to 6.5 mM cAMP; Potency, µM (doses to about 154 µM), without a hit: top-dose activation, hits mostly activators; 360,000 tested, 0.073% active; further: potency means the concentration at half of the fitted maximal effect; nearly all actives have a fitted effect of over 60% in size
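Multi-concentration qHTS readout: loss of Rap1B-bound BODIPY-GDP fluorescence driven by 100 nM EPAC1 with excess GDP (50 uM), monitored kinetically at room temperature; agonist response expressed relative to 6.5 mM cAMP.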
FUS yeast rescue = qHTS for Suppressors of FUS Proteinopathy: Primary screen using FUS-linked yeast assay | 390,000 tested, 0.24% active | Potency, µM (series often up to 76.6 µM), for inactives: at the top dose growth rescue (activation), hits mostly activators | S. cerevisiae FUS-expressing, growth rescue, OD600, 24 h;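 further: potency means the concentration at half of the fitted maximal effect; plate controls were DMSO vehicle for no effect and reference control for full effect; nearly all actives have a fitted effect of over 55% in size; some results filed as inactive show a strong effect at the top dose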
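Compound concentration series was pinned onto galactose-induced FUS-expressing yeast seeded at OD 0.005. Plates sat 24hr at 30C; absorbance at 600 nm gave growth. DMSO served as background control.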
Numbers without * were called inactive; ? = inconclusive; · = no result given; & = joins results of further samples; [ ] = dose if it differs, or a comment. Unless noted, the call rests on the fitted dose curve; in most records, active means well fitted curve in the direction sought with a large enough effect; inconclusive means small, poorly fitted or top-dose-only effect, or another doubt; inactive means no such curve, though single readings can be large; an effect the other way counts as inactive or inconclusive.

Each structure is followed by: EPAC1 agonist	IL-2 act	WRN helicase inh	PLK1 PBD inh	FUS yeast rescue	EPAC1 antag	PI5P4Ka inh	Abeta yeast res
- CCOC(=O)NN1C(=O)c2ccccc2NC1C (stereo unspecified)
→ 7.1%	0.2	3.9%	-3.3%	-31.5%	-19.4%	0.9	11.3%
- O=C(O)c1cccnc1C(=O)c1ccccc1
→ 10.4%	0.6	-0.6%	-1.7%	12.6%	8.3%	-4.2	-3.1%
- COc1ccc(C(C)(C)C)cc1NC(=O)CSc1ncn[nH]1
→ 4.0%	0.1	0.1%	-1.6%	-8.0%	-14.2%	4.3	5.6%
- COCCNc1nc2ccccc2n1CC(=O)c1ccc(OC)c(OC)c1
→ 9.3%	-0.6	0.5%	-12.8%	7.3%	-11.6%	-0.2	5.8%
- O=C(CN1CCCC1)Nc1sc2c(c1C(=O)Nc1ccc(Br)cc1)CCC2
→ -2.2%	2.9	0.1%	-16.6%	9.4%	-1.6%	1.0	-15.4%
- COc1ccccc1-c1cc(-c2cc(Cl)ccc2O)n[nH]1
→ 8.3%	-1.0	3.8%	-4.1%	13.9%	-3.2%	·	-2.9%
- CCC(Cc1ccccc1)NC(=O)CCc1ccccc1 (stereo unspecified)
→ -0.5%	0.1	3.2%	-16.7%	-1.2%	1.4%	-6.3	27.9%
- COc1ccccc1N(CC(=O)NCCSCc1ccccc1)S(=O)(=O)c1ccc(C)cc1
→ 14.0%	0.5	-2.8%	-13.4%	13.9%&47.1%	-11.2%	6.5	2.4%&12.5%
- CCOC(=O)c1c(NC(=O)COC(=O)c2cc(OC)c(OC)cc2[N+](=O)[O-])sc(C)c1CC
→ -7.1%	-3.0	-0.3%	-7.7%	7.4%	-25.4%	4.9	15.2%
- CCCNc1nc2c(c(=O)[nH]c(=O)n2C)n1CCC(C)C
→ 0.0%	-0.3	13.7%	-0.5%	2.9%	10.2%	-6.0	-1.5%
- CC1CCN(c2ccccc2NC(=O)c2ccc(Br)o2)CC1
→ 7.6%	-5.3	-32.8%	-10.6%	·	-5.9%	0.8	-5.9%
- O=C(Nc1ccc2oc(-c3ccccc3)nc2c1)c1ccccc1F
→ -5.1%	-1.4	7.4%[57.1 µM]	-3.8%	12.9%	4.1%	0.7	3.6%
- COC(=O)c1cccc(N2C(=O)C[C@](Sc3ccc(C)cc3)(C(=O)OC)[C@H]2c2ccccc2)c1
→ 10.5%	-0.9	-4.8%	-7.5%	?	-13.5%	13.7	23.8%
- COc1ccc(Cn2c(O)cc(=O)[nH]c2=O)cc1
→ 4.2%	0.6	-18.1%	?	20.7%	11.3%	-29.3	-3.2%
- CC(CC(C)C(=O)Nc1ccccc1C(C)(C)C)C(=O)O (stereo unspecified)
→ 10.0%	0.0	-1.1%	-12.4%	-0.5%	-5.6%	-2.0	10.5%
- COc1ccc(-c2cc(C(F)(F)F)nc(-n3ccnc3C)n2)cc1
→ -3.8%	-0.3	12.7%	-3.3%	·	6.2%	10.5	-11.5%
- N=c1ccn(CC(=O)c2ccc(-c3ccccc3)cc2)cc1
→ 14.5%	-1.4	-2.8%	-10.0%	30.8%	-4.3%	-1.7	-27.4%
- N#Cc1ccc(N/N=C/c2cn(-c3ccccc3)nc2-c2ccccc2)c([N+](=O)[O-])c1
→ -2.9%	0.5	-13.1%	4.9%	·	-7.5%	-3.1	0.0%
- COc1ccc(CNC(=O)COc2ccccc2C(=O)c2cnn(-c3ccccc3)c2)cc1OC
→ 12.9%	0.4	-2.8%	-8.4%	?	-11.0%	0.9	-17.2%
- C=CCN1C(=O)/C(=C2/Sc3ccc(OC)cc3N2CC)SC1=S
→ 0.5%	189.2*	-1.0%	-16.4%	-15.3%	-6.0%	-0.4	-8.8%

Record cards, from the list above.
N=c1ccn(CC(=O)c2ccc(-c3ccccc3)cc2)cc1 as listed: EPAC1 agonist: 14.5%; IL-2 act: -1.4; WRN helicase inh: -2.8%; PLK1 PBD inh: -10.0%; FUS yeast rescue: 30.8%; EPAC1 antag: -4.3%; PI5P4Ka inh: -1.7; Abeta yeast res: -27.4%
CCCNc1nc2c(c(=O)[nH]c(=O)n2C)n1CCC(C)C as listed: EPAC1 agonist: 0.0%; IL-2 act: -0.3; WRN helicase inh: 13.7%; PLK1 PBD inh: -0.5%; FUS yeast rescue: 2.9%; EPAC1 antag: 10.2%; PI5P4Ka inh: -6.0; Abeta yeast res: -1.5%

The listing continues.
Each structure is followed by: EPAC1 agonist	IL-2 act	WRN helicase inh	PLK1 PBD inh	FUS yeast rescue	EPAC1 antag	PI5P4Ka inh	Abeta yeast res
- O=Cc1c(-c2ccccc2)nc2ccccn12
→ 6.9%	0.7	2.9%	-4.8%	-7.3%	-9.3%	1.9	-10.3%
- CN1CCc2c(n(CC(O)CNCc3ccccc3)c3ccccc23)C1=O (stereo unspecified)
→ -3.7%	-0.6	7.6%	0.2%	-3.8%	-2.0%	2.0	7.9%
- COc1cccc(CNC(=O)CCC2CCCN(C(=O)Cc3ccccc3F)C2)c1 (stereo unspecified)
→ -7.8%	-0.7	-0.3%	6.2%	9.6%	-0.6%	2.1	12.5%
- CCOC(=O)N1CCN(Cc2nc3cc(NC(=O)c4cccs4)ccc3n2CC)CC1
→ 1.1%	25.9	6.5%	-0.6%	22.9%	-6.1%	-5.4	-0.4%
- Nc1c(-c2n[nH]c(=S)n2-c2ccc(Cl)cc2Cl)cnn1-c1ccccc1
→ -1.8%	0.7	0.0%	-3.0%	12.7%	14.4%	-2.3	-7.8%
- CC(=O)Nc1ccc(N2CCCCC2)c(C(=O)Nc2cccc(C)c2)c1
→ 17.6%	-0.2	-5.1%	0.2%	33.5%	-15.7%	·	4.3%
- O=C(Nc1nc(C2C3CC4CC(C3)CC2C4)cs1)c1cc2cc([N+](=O)[O-])ccc2oc1=O (stereo unspecified)
→ 7.9%	1.9	-4.0%	-4.1%	0.8%	5.0%	-0.3	16.2%
- COc1cc(OC)c(N(C)C(=O)c2cc3c(s2)-c2ccccc2S(=O)(=O)C3)cc1Cl
→ 7.5%	0.1	-7.6%	-3.3%	12.4%	0.6%	?	0.4%
- CC(=O)C1C(c2cccc([N+](=O)[O-])c2)C2C(C)=NN=C2CC1(C)O (stereo unspecified)
→ -1.7%	3.0	?	12.3%	2.4%	3.4%	1.3	-19.4%
- Cc1ccc(-c2noc(-c3ccccc3C(=O)N3CCCC3)n2)cc1
→ -13.1%	-2.5	-7.5%	-2.8%	30.9%	-1.8%	4.1	-8.0%
- Fc1ccccc1OCCCn1ccnc1
→ -3.0%	-0.3	9.1%	3.6%	-30.7%	1.3%	3.1	-9.7%
- CCOC(=O)N1CCN(C(=O)c2ccc3c(Cl)c4c(nc3c2)CCCC4)CC1
→ 12.0%	2.0	-2.9%[57.1 µM]	-4.6%	?	2.2%	9.2	7.5%
- COc1ccc(C2=NN(S(C)(=O)=O)C(c3cccs3)C2)cc1OC (stereo unspecified)
→ 4.0%	-0.4	-0.4%	-4.6%	4.1%	2.4%	3.1	-5.8%
- O=C(O)c1nn(-c2ccccc2)c(-c2ccccc2)c1C(=O)c1ccccc1
→ -11.4%	6.2	-4.3%	0.0%	12.4%	-9.1%	11.4	-19.5%
- COc1ccc([N+](=O)[O-])cc1NC(=O)c1cn(-c2ccc(Cl)cc2)c(=O)c2ccccc12
→ 11.6%	-1.0	-0.8%	-9.9%	-10.3%	1.9%	-0.6	3.2%
- Cc1ccc2cc(CN(CC3CCCO3)C(=O)C(C)C)c(=O)[nH]c2c1 (stereo unspecified)
→ -14.4%	-0.1	3.9%	-9.4%	19.8%	-19.4%	-0.5	-9.9%
- Cc1cc2oc(=O)cc(CN3CCCCC3C)c2c(C)c1Cl (stereo unspecified)
→ 3.4%	-0.3	7.4%	0.8%	22.2%	0.0%	·	6.9%
- N/C(=N\OC(=O)Cc1ccccc1)c1ccccc1Cl
→ 0.0%	0.9	-6.8%	-3.5%	-28.9%	-27.8%	0.7	-15.0%
- CSc1ccccc1NC(=O)CN(C)C(=O)Cc1c(F)cccc1Cl
→ 4.5%	0.6	5.1%	-7.3%	-10.0%	-1.8%	-0.9	-3.5%
- COc1cccc(C(=O)Nc2cccc(-c3ccc4nncn4n3)c2)c1OC
→ 8.5%	-0.7	-11.9%	-5.6%	30.8%	-13.3%	-1.6	-13.3%
- CCOC(=O)c1ccc(N2C(=O)CC(N(C)Cc3ccccc3)C2=O)cc1 (stereo unspecified)
→ 19.2%	-0.2	-6.4%	-5.3%	24.5%	-2.5%	9.7	-30.8%[inhibitor]
- COc1ccc(-c2nnc(-c3cccs3)o2)cc1OC
→ -7.0%	-1.4	-1.3%	-12.3%	14.5%	-2.1%	·	-24.4%
- O=C(Cc1cccs1)Nc1ccccc1F
→ 4.8%	4.2	1.3%	-3.0%	-12.8%	-11.2%	-11.8	-2.6%
- CC(C(=O)c1ccccc1)C(O)c1ccccn1 (stereo unspecified)
→ -4.6%	-0.8	2.1%	-4.5%	22.0%	-0.6%	-4.3	-10.5%
- O=C(CSc1nncs1)Nc1ccc(S(=O)(=O)N2CCCC2)cc1
→ 8.2%	0.2	-3.1%[57.1 µM]	0.7%	13.2%	-10.3%	-6.3	5.8%
- Cc1ccc(C(=O)C(=O)c2ccc(C)c(N)c2)cc1N
→ -4.2%	4.0	10.5%	-10.8%	12.6%	-17.8%	-3.9	?
